ASAP1 GAP inh – inhibitors of human ASAP1 ArfGAP activity, primary screen, biochemical, fluorescence polarization; Arf-GAP with SH3 domain, ANK repeat and PH domain-containing protein 1 (Homo sapiens), …; ASAP1-stimulated ARF1 GTP hydrolysis, GDP FP detection; inhibition, % at 16.5 µM; actives 0.19% (n = 360,000); in the data active = inhibition above about 25%;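 also: 0% = vehicle with enzyme and substrate and 100% = no enzyme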
Target sequence (Q9ULH1 325-724 limits assumed): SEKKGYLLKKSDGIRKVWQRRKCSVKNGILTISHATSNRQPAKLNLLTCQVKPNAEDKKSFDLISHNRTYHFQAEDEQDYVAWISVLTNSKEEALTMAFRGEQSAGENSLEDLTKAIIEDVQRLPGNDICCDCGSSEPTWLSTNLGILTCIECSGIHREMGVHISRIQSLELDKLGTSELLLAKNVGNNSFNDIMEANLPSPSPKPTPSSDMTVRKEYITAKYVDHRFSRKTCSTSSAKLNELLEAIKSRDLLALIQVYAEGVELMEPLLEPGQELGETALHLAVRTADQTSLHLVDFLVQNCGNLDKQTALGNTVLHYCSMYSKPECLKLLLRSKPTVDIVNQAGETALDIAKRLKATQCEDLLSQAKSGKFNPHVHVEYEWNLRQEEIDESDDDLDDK
ADAM17 inh – ADAM17 inhibitors, primary screen, biochemical, QFRET | Disintegrin and metalloproteinase domain-containing protein 17 (Homo sapiens), P78536 | recombinant ADAM17, EDANS/DABCYL FRET peptide cleavage | inhibition, % at 6.95 µM | actives 0.83% (n = 370,000) | AID 720648, 2013;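 active = inhibition above the mean of compounds lying between control limits plus 3 SD, set per campaign, cut at about 8.5% in these data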;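 also: 0% = DMSO-only wells as the low control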
DDE Tn7 FP inh – inhibitors of Tn7 peptide binding to fibrin DD(E), primary screen, biochemical, fluorescence polarization, human fibrin, Tn7 probe; Fibrinogen beta chain (Homo sapiens), P02675; inhibition, % at 8.3 µM; FP displacement of FITC-Tn7 peptide from fibrin DD(E); 0% = median of compound wells per plate; actives 0.13% (n = 370,000);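 active = inhibition above the mean of compounds falling within the control limits plus 3 SD of them, cut at about 14% in these data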;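 also: 0% = plate median of compound wells and 100% = 10 µM Aha-Tn7 peptide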
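system = human fibrin DD(E) protein | quantity = DD(E) 2 µM final | medium = Tris/NaCl/CaCl2 buffer, pH 7.8 | also added = labelled Tn7 tracer, 0.1 µM | compound dosing = single point at 8.3 µM | timing = compound with protein 10 min, then 3 h after probe, room temperature | signal = FP measurement | benchmarks = Aha-Tn7 high control | repeats = one replicate per compound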
proKLK7 act – proKLK7 zymogen activators, primary screen, biochemical, fluorescence intensity; purified proKLK7, EDANS-DABCYL substrate fluorescence; 100% is mature enzyme control, 0% vehicle; activation, % at 7 µM; actives 0.9% (n = 370,000); AID 652039, 2013;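 active = activation above the mean of all tested compounds plus 3 SD, computed per campaign excluding outliers beyond control limits, cut at about 13% in these data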
Target sequence (P49862 whole entry, looked up): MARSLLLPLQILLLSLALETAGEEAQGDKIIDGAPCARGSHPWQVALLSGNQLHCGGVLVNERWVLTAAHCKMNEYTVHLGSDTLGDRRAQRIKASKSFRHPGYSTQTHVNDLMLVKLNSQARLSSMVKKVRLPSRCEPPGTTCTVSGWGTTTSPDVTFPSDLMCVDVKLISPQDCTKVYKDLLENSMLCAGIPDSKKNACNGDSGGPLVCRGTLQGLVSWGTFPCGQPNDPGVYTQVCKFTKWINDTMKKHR
UHRF1 MBD2 ctr – UHRF1 methylated DNA binding inhibitors, primary screen, counter-screen for MBD2 inhibitor project, biochemical, TR-FRET, human UHRF1, single concentration; UHRF1 binding to methylated oligo; E3 ubiquitin-protein ligase UHRF1 (Homo sapiens), Q96T88; actives 0.75% (n = 370,000); inhibition, % at 4.4 µM; in the data active = inhibition above about 21%;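 also: UHRF1 SRA domain binding a hemimethylated CpG hairpin DNA probe; 0% = median of test compound wells and 100% = reference inhibitor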
PLC-beta3 inh – human PLC-beta3 inhibitors, primary screen, biochemical, fluorescence; 1-phosphatidylinositol 4,5-bisphosphate phosphodiesterase beta-3 (Homo sapiens), Q01970; Purified PLC-beta3, fluorogenic substrate; inhibition, % at 12.2 µM; actives 0.18% (n = 370,000); in the data active = inhibition above about 11%;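 also: 0% = median of compound wells on plate and 100% = full blocker control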
PLCg1 inh – PLC-gamma1 enzyme inhibitors, primary screen, biochemical, fluorescence, purified enzyme; fluorogenic substrate; actives 0.84% (n = 370,000); inhibition, % at 12.2 µM; 1-phosphatidylinositol 4,5-bisphosphate phosphodiesterase gamma-1 (Homo sapiens), P19174; in the data active = inhibition above about 9.5%
ARFGAP1 inh – inhibitors of rat ARFGAP1 GAP activity, primary screen, biochemical, fluorescence polarization, GDP tracer; AID 651572, 2012; inhibition, % at 16.5 µM; Arfgap1-stimulated ARF1 GTP hydrolysis, GDP FP detection; ADP-ribosylation factor GTPase-activating protein 1 (Rattus norvegicus), Q62848; actives 0.26% (n = 360,000);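 active = inhibition above a per-plate limit, mean inhibition of low control wells plus 3 SD, cut at about 25% in these data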;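 also: 0% = DMSO wells with enzyme and 100% = wells lacking Arfgap1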
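Assay system: Rat Arfgap1 GAP domain (His6, aa 1-136), purified enzyme | Buffer or medium: HEPES 25 mM pH 7.5, NaCl 150 mM, MgCl2, DTT | Schedule: GTP hydrolysis reaction 2 h at 25 °C | Signal: FP of antibody-bound GDP Alexa 633 tracer, ex 620/em 688 nm | Measure: Percent inhibition of Arfgap1-stimulated GTP hydrolysis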
MBD2 DNA inh – inhibitors of MBD2 binding to methylated DNA, primary screen, biochemical, TR-FRET, DNA-binding domain, human; inhibition, % at 4.4 µM; Methyl-CpG-binding domain protein 2 (Homo sapiens), Q9UBB5; MBD2 binding to methylated oligonucleotide; AID 686964, 2013; actives 0.31% (n = 370,000); in the data active = inhibition above about 13%
Target sequence (Q9UBB5 whole entry, looked up, the tested form may be a part): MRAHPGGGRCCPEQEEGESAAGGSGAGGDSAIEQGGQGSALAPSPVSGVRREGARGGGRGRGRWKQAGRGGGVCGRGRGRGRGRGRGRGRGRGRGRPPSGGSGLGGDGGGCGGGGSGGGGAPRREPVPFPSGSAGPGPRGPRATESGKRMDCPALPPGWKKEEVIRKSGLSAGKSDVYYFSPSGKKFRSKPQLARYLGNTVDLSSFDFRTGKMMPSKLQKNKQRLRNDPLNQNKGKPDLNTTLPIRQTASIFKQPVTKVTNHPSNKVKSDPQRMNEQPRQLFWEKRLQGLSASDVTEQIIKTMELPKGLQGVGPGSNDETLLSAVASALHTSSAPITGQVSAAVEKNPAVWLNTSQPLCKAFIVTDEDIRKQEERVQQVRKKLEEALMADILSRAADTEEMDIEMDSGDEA
DDE Tn6 FP inh – inhibitors of Tn6 peptide binding to fibrin DD(E), primary screen, biochemical, fluorescence polarization, human fibrin, Tn6 probe | actives 0.21% (n = 370,000) | Fibrinogen beta chain (Homo sapiens), P02675 | Fibrin DD(E) TRITC-Tn6 fluorescence polarization displacement | inhibition, % at 8.3 µM;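 active = inhibition above a per-campaign cutoff: mean of compounds within control limits plus 3 SD, cut at about 15% in these data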;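 also: 0% = median of all compound wells on the plate and 100% = blocking peptide control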
The depositor's hits bear a star; x = not tested or not shown. Compounds were not picked by outcome; any-hit rate near 4.1%.

SMILES	ASAP1 GAP inh	ADAM17 inh	DDE Tn7 FP inh	proKLK7 act	UHRF1 MBD2 ctr	PLC-beta3 inh	PLCg1 inh	ARFGAP1 inh	MBD2 DNA inh	DDE Tn6 FP inh
Cc1ccc(C)c(N(C)C(=O)COc2cc(=O)n(C)c3ccccc23)c1	-0.8	-3.4	13.1	-0.6	-1.2	1.7	-0.9	3.4	0.6	-1.3
Cc1ccsc1C(=O)NCc1ccc(Cl)cc1	-6.2	-2.5	2.5	0.1	8.4	-2.8	0.3	2.9	1.7	1.7
O=C(CN1C(=O)CSc2ccc(S(=O)(=O)N3CCOCC3)cc21)NCc1cccnc1	-5.3	-4.7	3.9	0.5	-0.1	-6.4	0.6	2.7	0.7	0.5
COC(=O)/C(=C\c1ccc(O)cc1)c1nc2ccccc2[nH]1	8.1	-133.4	0.9	-7.7	-2.9	-206.2	-134.0	14.1	1.5	-5.3
Cc1cccc(Nc2nnc(SCC(=O)NC(=O)CN3CCCC3=O)s2)c1	-3.2	-2.3	-5.7	0.4	4.1	-4.3	-3.6	-1.2	-1.2	6.1
CCN1C(=O)[C@H]2[C@@H](c3ccc(-c4cc(C(C)=O)cs4)cc3)N3CCCC[C@@]3(C(=O)OC)[C@H]2C1=O	8.7	5.2	-0.4	0.4	4.4	1.6	6.8	7.6	-0.2	-2.1
COc1cccc(NC(=O)C(Sc2nc3ccccc3c(=O)n2CC(C)C)c2ccccc2)c1 (configuration not stated)	14.7	0.2	1.9	0.0	-1.2	0.4	1.1	-1.8	-1.7	1.0
C=CCn1c(N)cc(=O)nc1SCC(=O)Nc1ccc(C)cc1	1.5	-13.1	1.4	0.6	0.5	-13.3	-3.6	-4.1	-1.8	0.3
COc1ccccc1NC(=O)CN1CCN(c2ccccn2)CC1	3.6	-1.5	0.1	-0.2	0.5	1.6	0.0	-10.2	-1.0	2.8
COC(=O)c1ccc2nc(-c3ccc(OC)c(OC)c3)c(Cc3ccccc3)n2c1	-12.3	-25.1	10.4	-2.3	14.6	-320.3	-216.2	4.9	0.9	-2.5
CCOC(=O)c1cc2sccc2n1CC(=O)Nc1ccc(OC)cc1	2.3	4.3	-6.3	-0.1	2.4	5.5	7.8	-4.3	1.0	0.3
COc1cc2ncc(S(=O)(=O)c3ccccc3)c(N3CCCC(C)C3)c2cc1OC (configuration not stated)	7.8	2.1	-5.1	-0.8	0.7	-26.9	-18.1	11.0	-2.2	-2.8
O=C(CN1CCN(C(C(=O)Nc2ccc(F)cc2)c2ccccc2)CC1)NC1CC1 (configuration not stated)	-16.4	-2.3	2.3	0.4	-1.8	-0.3	-3.0	-2.1	-3.7	10.7
CCc1nc2ccccc2n(CCOCCn2c(=O)c(CC)nc3ccccc32)c1=O	9.4	-0.2	-0.4	-0.5	-5.9	2.1	2.9	10.7	-3.6	5.1
C[C@@H](c1ccccc1)N1Cc2ccccc2Oc2cc(Br)ccc2S1(=O)=O	9.5	3.3	-0.8	-0.3	1.1	-0.4	-1.6	-2.8	0.3	-2.7
CCOC(=O)c1cnn(-c2cc(C)cc(C)c2)c1N	5.9	-4.1	4.4	-0.7	-0.6	-6.6	-1.0	-1.5	4.1	1.0
O=C(C1CCCCN1S(=O)(=O)c1ccc(F)cc1)N1CCN(c2ccccc2F)CC1 (configuration not stated)	5.0	-3.7	-1.2	0.2	0.1	-1.1	-0.3	-10.2	-0.4	1.2
COc1ccc(NC(=O)c2ccccc2NC(=O)NC2CCCCC2)cc1	-10.0	-2.2	0.4	-8.7	0.0	1.8	1.2	-4.7	-5.5	-2.2
CC1CCCCN1Cc1ccc(-c2nnn(CC(=O)NC3CCCCC3)n2)cc1 (configuration not stated)	10.3	-2.4	0.8	-0.8	-3.8	3.4	-0.1	-9.7	4.0	2.8
O=C(NCCCn1cccn1)C1CCC(=O)N(CCc2ccccc2)C1 (configuration not stated)	-5.5	-2.0	-0.6	0.3	0.5	-5.1	2.7	1.0	5.3	-4.3
C=CCNC(=O)c1ccc2c(=O)n(Cc3ccccc3OC)c(=S)[nH]c2c1	-1.0	-3.6	-7.9	0.2	-3.6	-5.7	1.0	2.8	1.1	-1.9
COc1ccc(F)cc1S(=O)(=O)n1cc(C)nc1-c1ccccc1	2.8	4.2	4.3	-0.1	7.1	10.9*	7.3	2.6	-2.0	-4.1
COc1ccccc1C(=O)NC1CCCCN(Cc2ccccc2C)C1=O (configuration not stated)	x	1.6	0.0	-0.2	-1.5	0.2	0.9	x	-1.2	-1.8
Cc1cc(C)cc(Oc2nc(C(F)(F)F)nc3ccccc23)c1	5.7	0.3	5.2	0.1	-0.2	-1.2	3.5	-1.9	2.6	-1.1

Arranged by molecular weight (descending): part of the list above
SMILES	ASAP1 GAP inh	ADAM17 inh	DDE Tn7 FP inh	proKLK7 act	UHRF1 MBD2 ctr	PLC-beta3 inh	PLCg1 inh	ARFGAP1 inh	MBD2 DNA inh	DDE Tn6 FP inh
C[C@@H](c1ccccc1)N1Cc2ccccc2Oc2cc(Br)ccc2S1(=O)=O	9.5	3.3	-0.8	-0.3	1.1	-0.4	-1.6	-2.8	0.3	-2.7
CCc1nc2ccccc2n(CCOCCn2c(=O)c(CC)nc3ccccc32)c1=O	9.4	-0.2	-0.4	-0.5	-5.9	2.1	2.9	10.7	-3.6	5.1
CC1CCCCN1Cc1ccc(-c2nnn(CC(=O)NC3CCCCC3)n2)cc1 (configuration not stated)	10.3	-2.4	0.8	-0.8	-3.8	3.4	-0.1	-9.7	4.0	2.8
O=C(NCCCn1cccn1)C1CCC(=O)N(CCc2ccccc2)C1 (configuration not stated)	-5.5	-2.0	-0.6	0.3	0.5	-5.1	2.7	1.0	5.3	-4.3
COc1ccc(F)cc1S(=O)(=O)n1cc(C)nc1-c1ccccc1	2.8	4.2	4.3	-0.1	7.1	10.9*	7.3	2.6	-2.0	-4.1
Cc1cc(C)cc(Oc2nc(C(F)(F)F)nc3ccccc23)c1	5.7	0.3	5.2	0.1	-0.2	-1.2	3.5	-1.9	2.6	-1.1
CCOC(=O)c1cnn(-c2cc(C)cc(C)c2)c1N	5.9	-4.1	4.4	-0.7	-0.6	-6.6	-1.0	-1.5	4.1	1.0

(further entries)
SMILES	ASAP1 GAP inh	ADAM17 inh	DDE Tn7 FP inh	proKLK7 act	UHRF1 MBD2 ctr	PLC-beta3 inh	PLCg1 inh	ARFGAP1 inh	MBD2 DNA inh	DDE Tn6 FP inh
COc1ccc(C)cc1N	2.5	-5.1	0.1	0.5	0.8	2.6	-0.7	0.7	1.1	0.7
CCN(CCC(=O)Nc1cc([N+](=O)[O-])ccc1OC)Cc1ccccc1	0.1	3.1	-2.4	-1.2	3.3	9.8	6.3	-0.5	-0.9	6.0
O=C(NC1CCCc2c1cnn2-c1cc(F)cc(F)c1)c1ccc[n+]([O-])c1 (configuration not stated)	-9.0	-0.1	2.4	-0.4	3.5	-6.6	-2.0	5.7	-4.7	2.4
CCC1=C(OC(=O)N(CC)CC)N2C(=O)OC(=NCC(=O)OC)[C@]2(C)[C@H]2C1=CC[C@H]1C(=O)N(CC(=O)OC)C(=O)[C@H]12	0.3	-1.2	1.0	0.6	-1.2	-10.1	-7.9	-5.3	-0.1	6.0
C=CCN=C1NC(c2cccc(F)c2)C(C(=O)OC)=C(C)N1Cc1cccc(C(F)(F)F)c1 (configuration not stated)	-10.3	-0.4	-0.4	0.0	-4.5	0.9	1.5	-3.4	-1.0	-1.2
Cc1ccc(NC(=S)N2CCC(c3nc4ccccc4s3)CC2)cc1	9.0	0.9	-5.5	0.3	0.4	4.9	1.9	3.1	0.6	4.3
Cc1ccc(S(=O)(=O)N2CCOCC2)cc1NC(=O)COC(=O)c1cc(=O)c2ccccc2o1	6.3	-2.1	7.2	-0.7	-0.6	2.9	2.6	-7.2	-1.6	-1.0
O=C(NC1CCCCN(Cc2cccc(Cl)c2)C1=O)c1ccc(F)cc1 (configuration not stated)	x	2.2	-6.2	-0.2	-2.2	-2.1	-1.6	x	-0.8	10.1
COc1ccc(C(=O)CSc2nnc(-c3cnccn3)n2Cc2ccco2)cc1	8.0	-1.3	3.1	-0.8	-3.2	-7.5	-2.7	8.3	-3.6	0.5
COC(=O)c1cc(NC(=S)NCc2ccc(Cl)cc2)cc(C(=O)OC)c1	12.4	7.0	0.7	0.2	-2.0	-0.9	1.5	7.4	-0.3	0.5
O=C(O)CCCC(=O)Nc1ccccc1SCCS(=O)(=O)c1ccc(Cl)cc1	-2.8	-3.6	1.4	0.2	-0.3	-5.2	-1.8	5.1	-1.1	-0.9
CC(=O)c1cccc(NC(=O)N2CCCC2C(=O)Nc2ccc3c(c2)OCO3)c1 (configuration not stated)	6.9	-5.4	2.1	0.0	2.6	0.7	-2.3	-5.3	0.0	-3.1
CCOC(=O)c1sc(/N=C/Nc2nc(C)c(C(=O)OCC)s2)nc1C	-0.7	-3.4	2.2	0.0	-1.6	1.0	-0.8	5.9	-2.7	0.6
CCOC(=O)C[C@H]1c2ccccc2S(=O)(=O)N1C1CC1	14.1	0.0	-2.6	-0.3	0.0	2.2	4.9	1.9	1.3	-5.5
O=C(OCc1nnc(-c2cccs2)o1)c1cccnc1Cl	-7.0	-6.6	0.2	-0.7	0.7	-2.7	-1.8	-11.8	1.0	4.0
CCOC(=O)c1c(NC(=O)CN2CCCCC2)sc2c1CCN(C(=O)OCC)C2	-18.1	-0.5	-5.9	0.1	-3.0	-1.3	-2.5	-3.2	0.9	3.0

High-throughput results deposited in PubChem by The Scripps Research Institute Molecular Screening Center.
